Source: PubChem
KB-V1 MDR tox – qHTS assay for MDR1-selective chemotherapeutics: Primary screen using the drug-selected MDR subline cells KB-V1; KB-V1 MDR cells viability, CellTiter-Glo, 72 h; Potency, µM (doses to about 46.1 µM), inactives show top-dose activity change, negative = cytotoxicity, actives largely listed as cytotoxic; actives 3.4% (n = 400,000); also: potency is read from the fitted curve at half-maximal effect; % is scaled to controls: 0 for no effect and ±100 for the full control effect; nearly all actives have a fitted effect of over 60% in size
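Cytotoxicity via CellTiter-Glo luminescence after 72 h compound exposure at 37 degrees C. Cells: drug-selected KB-V1 line, DMEM phenol-red free plus 10% FBS. Compounds tested at multiple concentrations; normalized data fitted to concentration-effect curves.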
DRD3 antagonist – qHTS of D3 Dopamine Receptor Antagonist: qHTS. D(3) dopamine receptor (Homo sapiens), P35462. D3R cells, DiscoveRx beta-arrestin luminescence, antagonist mode; active compounds read low. max response, negative = inhibition, %. actives 2.5% (n = 360,000). AID 652054, 2013; in the data active = max response below about -50%; inconclusive = no clear call, values can overlap the other calls; also: % is scaled to controls: 0 for no effect and ±100 for the full control effect; mostly tested at two doses, the higher about 12 µM
Target sequence (P35462 whole entry, looked up): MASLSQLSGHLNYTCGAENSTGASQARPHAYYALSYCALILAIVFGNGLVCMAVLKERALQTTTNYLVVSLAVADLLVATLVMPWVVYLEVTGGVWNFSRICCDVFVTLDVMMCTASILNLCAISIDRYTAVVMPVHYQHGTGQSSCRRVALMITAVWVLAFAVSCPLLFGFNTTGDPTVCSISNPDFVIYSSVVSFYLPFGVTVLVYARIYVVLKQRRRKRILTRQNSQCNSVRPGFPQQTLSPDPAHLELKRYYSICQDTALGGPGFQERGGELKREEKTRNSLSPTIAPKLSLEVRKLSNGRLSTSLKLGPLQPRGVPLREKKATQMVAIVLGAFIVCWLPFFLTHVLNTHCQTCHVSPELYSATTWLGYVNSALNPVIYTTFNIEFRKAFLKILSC
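Cells plated overnight at 1500 cells/well, then exposed to library compounds with dopamine controls for 90 minutes at 37 degrees C. DiscoveRx reagent added for 30–60 minutes at room temperature; luminescence read, quantitative HTS format.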
TDP43 rescue – qHTS of TDP-43 Inhibitors | TDP-43 expressing yeast growth rescue, BacTiter-Glo, 24 h | Potency, µM (titrated, usually from 46.1 µM), for the others: at the top dose growth rescue (activation), hits mostly activators | actives 1.8% (n = 410,000); also: potency is read from the fitted curve at half-maximal effect; % of control where 0% means no effect; nearly all actives have a fitted effect of over 50% in size
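Luminescence from BacTiter-Glo reports growth of TDP-43-expressing yeast after 24 hr at 30 deg C with compound. Cells were raffinose-pregrown to mid-log, then seeded in galactose medium at OD600=0.02.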
aSyn rescue – qHTS of alpha-syn Inhibitors | Yeast expressing alpha-synuclein, growth rescue, BacTiter-Glo, 24 h | Potency, µM (top dose mostly 46.1 µM), inactives show top-dose growth rescue (activation), hits mostly activators | actives 0.14% (n = 370,000) | AID 652106, 2013; also: potency is read from the fitted curve at half-maximal effect; % of control where 0% means no effect; nearly all actives have a fitted effect of over 65% in size
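Readout is rescue of growth in alpha-synuclein-expressing yeast, so inhibitors of toxicity appear as activators. Growth after 24 hr at 30 deg C in galactose medium is quantified by luminescence.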
GLP-1R inv ag – qHTS of GLP-1 Receptor Inverse Agonists (Inhibition Mode) | Glucagon-like peptide 1 receptor (Homo sapiens), P43220 | Potency, µM (highest dose often 38.3 µM), inactives show at the highest dose activity change, negative = inhibition, usual class: inhibitors | AID 624417, 2012 | HEK293 GLP-1R CRE-luciferase, luminescence, 24 h; GLP-1R form is constitutively active | actives 1.6% (n = 410,000); also: potency is read from the fitted curve at half-maximal effect; % is scaled to controls: 0 for no effect and ±100 for the full control effect; nearly all actives have a fitted effect of over 55% in size
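Assay principle: reduced luminescence from a cAMP-responsive reporter in HEK293 cells co-expressing a constitutively active GLP-1R. Conditions: 24 hr compound incubation, 37 deg C, 5% CO2.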
PTHR1 ag – qHTS for PTHR1 Agonists: Primary Screen; HEK293 GP2 PTHR1 cells, GloSensor cAMP luminescence, 1 h; Potency, µM (highest dose often 115 µM), without a hit: top-dose activation, hits mostly activators; actives 0.075% (n = 410,000); AID 743266, 2014; also: potency is read from the fitted curve at half-maximal effect; nearly all actives have a fitted effect of over 55% in size; some results filed as inactive show a strong effect at the top dose; inactives centre near -15; many of its hits are not listed in these tables
Target sequence (Q03431 whole entry, looked up): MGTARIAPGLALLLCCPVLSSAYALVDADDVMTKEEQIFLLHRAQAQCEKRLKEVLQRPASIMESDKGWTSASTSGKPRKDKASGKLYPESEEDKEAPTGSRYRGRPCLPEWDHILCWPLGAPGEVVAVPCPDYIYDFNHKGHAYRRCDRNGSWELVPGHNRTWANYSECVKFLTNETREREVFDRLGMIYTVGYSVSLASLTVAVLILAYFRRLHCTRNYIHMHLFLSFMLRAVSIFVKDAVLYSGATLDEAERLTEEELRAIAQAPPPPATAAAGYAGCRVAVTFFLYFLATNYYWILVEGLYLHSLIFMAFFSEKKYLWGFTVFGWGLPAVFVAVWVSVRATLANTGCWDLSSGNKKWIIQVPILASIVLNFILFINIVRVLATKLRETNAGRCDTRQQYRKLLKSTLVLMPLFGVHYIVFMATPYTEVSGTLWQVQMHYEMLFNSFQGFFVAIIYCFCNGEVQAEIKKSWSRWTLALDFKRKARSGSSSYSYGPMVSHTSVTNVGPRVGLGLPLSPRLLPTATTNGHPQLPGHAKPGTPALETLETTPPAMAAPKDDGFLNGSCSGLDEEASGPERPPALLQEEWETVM
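HEK-293-derived GP2 cells expressing PTHR1 and a GloSensor cAMP reporter, 3,000/well, plated overnight, given luciferin plus IBMX (each 0.5 mM as added) for 1 h at 37 °C, then compound for 1 h at 37 °C. Luminescence was read after 15 min at room temperature.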
GLP1R cytotox – qHTS of GLP-1 Receptor Inverse Agonists: Cytotox Screen; HEK293 cAMP-luciferase reporter cells, luminescence, 24 h; AID 624418, 2012; Potency, µM (series often up to 38.3 µM), for the others: at the highest dose activity change, negative = inhibition, usual class: inhibitors; actives 0.13% (n = 410,000);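 also: loss of luciferase light is scored as toxicity; potency is read from the fitted curve at half-maximal effect; % is scaled to controls: 0 for no effect and ±100 for the full control effect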
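A 23 nL compound transfer followed 12 hours of cell culture at 37 deg C; exposure then lasted 24 hr. Luciferase assay detection reagent was dispensed and plates read for luminescence after a 12 min room-temperature wait.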
DRD3 agonist – qHTS of D3 Dopamine Receptor Agonist: qHTS; D(3) dopamine receptor (Homo sapiens), P35462; actives 0.58% (n = 410,000); D3R DiscoveRx beta-arrestin cells, luminescence, 90 min; AID 652048, 2013; max activation, %; in the data active = max activation above about 30%; also: 0% is about no effect; mostly tested at two doses, the higher about 12 µM
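Agonist mode: compounds and dopamine controls were applied to plated cells for 90 min at 37 degrees C after an overnight attachment at 1500 cells/well. Luminescent read-out followed 30 - 60 minutes at room temperature with DiscoveRx detection reagent.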
GLP1R ag – qHTS of GLP-1 Receptor Agonists; HEK293 GLP-1R CRE-luciferase, luminescence, 4-6 h; cells express a hypersensitive GLP-1R form; AID 624172, 2012; Glucagon-like peptide 1 receptor (Homo sapiens), P43220; actives 0.007% (n = 380,000); Potency, µM (top dose mostly 45.6 µM), without a hit: top-dose activation, actives largely listed as activators; also: potency is read from the fitted curve at half-maximal effect; % of control where 0% means no effect
* hit, by the source's call; i = inactive; u = inconclusive; x = no result given; & = joins results of further samples; [ ] = remark or other dose. Unless noted, calls follow the shape of the dose curve; as a rule, active = well fitted curve in the direction sought with a large enough effect; inconclusive = small, poorly fitted or top-dose-only effect, or another doubt; inactive = no such curve, though single readings can be large; an effect the other way counts as inactive or inconclusive.

SMILES | KB-V1 MDR tox | DRD3 antagonist | TDP43 rescue | aSyn rescue | GLP-1R inv ag | PTHR1 ag | GLP1R cytotox | DRD3 agonist | GLP1R ag
Cc1[nH]n(-c2ccccc2)c(=O)c1C=NC1CCCCC1 | -16% | 3 | u | -6% | -28% | i | -7% | 0 | -2%
CN(C)CCN1C(=O)C(=O)/C(=C(/O)c2ccc(S(=O)(=O)N3CCOCC3)cc2)C1c1ccc(Br)cc1 (stereo not given) | x | 2 | 19% | 0% | -1% | -36% | -4% | -2 | -10%
O=C(CCC(=O)c1cccs1)NCc1cccc(Cl)c1 | 4% | -16 | u | 11% | 6% | i | -2% | 0 | 19%
CCOC(=O)c1ccc(NC(=O)CN(C)S(=O)(=O)c2ccc(Br)s2)cc1 | 9% | 18 | 12% | 3% | u | -40%[inhibitor] | 0% | 0 | 6%
COc1cccc(C(=O)Nn2c(-c3cccs3)nc3ccccc3c2=O)c1OC | u | -1 | -7% | -9% | -30% | -12% | -9% | 1 | 10%
CCCC[C@@H]1C=C(C(=O)O)[C@H](c2ccc(Cl)c(Cl)c2)N1S(=O)(=O)c1ccc(C)cc1 | -1% | -21 | 0% | -2% | u | -43%[inhibitor] | 1% | 0 | 0%
O=C(COC(=O)c1cc(-c2cccs2)nc2ccccc12)c1ccc(F)cc1 | 3% | x | 0% | x | u | -11% | -2% | -7 | x
Cc1[nH][nH]c(=O)c1C(c1c(C)[nH][nH]c1=O)c1cn(C)c2ccccc12 | -21% | -24 | 0% | 0% | 24% | i | 8% | -2 | 12%
COc1ccccc1C(=O)OCc1c(-c2ccccc2)ncc2ccccc12 | 0% | 8 | 25µM* | 30% | u | -5% | -14% | -9 | 10%
CCOC(=O)N1CCN(C(=O)COc2ccc(S(=O)(=O)Nc3ccc(OCC)cc3)cc2)CC1 | -8% | 20 | -13% | -1% | 0% | -37%[inhibitor] | -7% | 5 | -5%
COC(=O)c1ccccc1NC(=O)NCc1cccnc1 | 14% | u | -1% | 2% | 25% | i | 8% | 0 | -5%
CCOc1ccccc1NC(=O)c1c2c(nc3ccccc13)C(=O)N(C1CCCCC1)C2 | -3% | x | 0% | x | u | i | -4% | 1 | x
COc1ccc(-c2ccc(SCC(=O)NCc3ccco3)nn2)cc1 | u | 18 | -15% | -3% | u | -22% | -38% | -3 | -7%
COc1ccccc1C(C)NC(=O)c1ccccc1SCC(=O)N1CCCC1 (stereo not given) | -10% | -23 | -10% | 0% | -10% | i | 1% | -16 | 3%
Cc1nn(C)c(=O)c(N)c1-c1cc(-c2ccc(Cl)c(Cl)c2)n[nH]1 | u | 4 | -7% | 1% | 3% | -6% | 1% | 13 | 7%
O=C(COc1cccnc1[N+](=O)[O-])N1CCN(S(=O)(=O)c2ccc3ccccc3c2)CC1 | 19% | 4 | 2% | -1% | 17% | -9% | -1% | -11 | 5%
C=CCNC(=S)Nc1ccc(N2CCOCC2)c(S(=O)(=O)Nc2ccccc2Cl)c1 | u | -6 | 13%[9.22 µM] | -4% | u | i | 16% | 9 | 1%
CCOc1cccc(=O)c2c(C)n(Cc3ccco3)c(C)c12 | 13% | 32 | -8% | x | 0% | i | -5% | 0 | -13%
O=C(CN1CCN(C(=O)C2CCC2)CC1)Nc1ccc(F)cc1 | -23% | -6 | -20% | -7% | -11% | u | -5% | -1 | 9%
O=C(CCCCCCCCC(=O)N1CCCCC1)N1CCCCC1 | 2.3µM* | 22 | 16% | 6% | -8% | -28% | 1% | 14 | -1%
CCc1ccc(NC(=O)CCC(=O)N2CCSc3ccccc32)cc1 | 0% | -7 | 7% | -1% | u | i | -4% | -9 | -7%
CC(C)(C)C1CCc2c(sc3nc(-c4cc5cc(Br)ccc5oc4=O)[nH]c(=O)c23)C1 (stereo not given) | x | x | -3% | x | 3% | -10% | 7% | 6 | x
O=C(NCCN1CCOCC1)/C(=C\c1ccc(Br)cc1)NC(=O)c1cccs1 | -5% | 1 | -6% | 6% | 0% | -48%[inhibitor] | 3% | 1 | 0%
CC(C)(C)c1ccccc1NC(=O)c1cnn2c(C(F)F)cc(-c3ccccc3)nc12 | -3% | x | 12% | x | 2% | i | 5% | 4 | 0%
Cc1cccn2c(=O)c(/C=C(\C#N)c3nc4ccccc4[nH]3)c(Oc3ccc(C(C)(C)C)cc3)nc12 | 18% | x | 7% | x | 7% | i | -6% | 7 | x
Next compounds follow.
SMILES | KB-V1 MDR tox | DRD3 antagonist | TDP43 rescue | aSyn rescue | GLP-1R inv ag | PTHR1 ag | GLP1R cytotox | DRD3 agonist | GLP1R ag
COc1ccc(CSCC(=O)N/N=C/c2ccc(OCC(=O)NCc3ccco3)cc2)cc1 | -19% | 19 | 9% | -12% | -24% | -10%[57.5 µM] | -25% | 8 | -12%
COc1ccc(-c2nn(-c3ccccc3C)cc2CNCCc2cnc[nH]2)cc1F | -2% | 9 | 1% | 2% | u | i | -7% | -5 | 23%
CCCN1CCC(=O)N([C@H](CSc2ccc(Br)cc2)c2ccccc2)CC1 | 10% | 0 | -6% | -1% | -15% | -11% | -13% | -38 | 12%
Cc1ccc(N2CCN(C(=O)C3CCCN(c4ncnc5c4nc4n5CCCCC4)C3)CC2)c(C)c1 (stereo not given) | 9% | 25 | 10% | 2% | 6% | i | 14% | 1 | 4%
CC1CC(C)CN(S(=O)(=O)c2ccc(C(=O)Nc3nnc(-c4cccs4)o3)cc2)C1 (stereo not given) | 13µM* | 6 | 20% | u | u | -28% | -13% | 2 | -12%
CC(NS(=O)(=O)c1ccc(Br)cc1)C(N)=O (stereo not given) | u | -13 | -14% | -3% | 10% | i | 1% | -11 | -12%
CCN(C(=O)CSc1nc2cc(S(=O)(=O)N(CC)CC)ccc2o1)C1CCS(=O)(=O)C1 (stereo not given) | 5% | 15 | 19% | 8% | 11% | i | 8% | 14 | -4%
CCCN(CCC)C(C(=O)Nc1cccc(OC)c1)c1ccccc1 (stereo not given) | u | -4 | -2% | -2% | u | i | 2% | 9 | -3%
CCCOC(=O)c1c(-c2ccccc2)nc(CC)c(C(=O)SCC)c1CCC | u | 53 | 23% | 24%&-4% | u | i | -11% | -70 | -1%
O=C(NCCCN1CCCC1)Nc1ccc(F)cc1 | 0% | 1 | -7% | 0% | 22% | i | 0% | 4 | -3%
CC(=O)N(Cc1ccccc1C)c1cccc(C)c1C | 28% | -7 | 27% | -10% | u | i | -6% | 0 | 0%
COc1ccc(F)cc1CN1CCN(CC(=O)N2CCc3ccccc32)CC1 | u | u | 0% | -4% | u | i | -2% | -12 | -1%
CC(C)N(CCO)C(=O)CCc1nnc(Cc2cccc(C(F)(F)F)c2)o1 | 2% | -5 | -8%[0.397 µM] | 0% | 28% | i | -3% | 12 | -1%
Cc1ccccc1NC(=O)COC(=O)C1=COCCO1 | 12% | 9 | 7% | -2% | 6% | i | 1% | 0 | -5%
O=C(Nc1cc(Cl)ccc1Cl)C1(c2cccs2)CCOCC1 | -10% | x | 23% | x | u | -81%[inhibitor] | 17% | -19 | x
CCN(CC)c1nc(C)c(C(=S)Nc2cc([N+](=O)[O-])ccc2Cl)s1 | -19% | u | -9% | 0% | u | -20% | u | -5 | 1%
Cc1ccc(C(=O)NCC(=O)OCc2cccc(Br)c2)cc1 | 0% | -22 | u | 0% | -4% | i | 1% | 1 | -1%
COCCCNC(=O)CSc1nc2cc(C(=O)NCCOC)ccc2c(=O)n1Cc1ccc2c(c1)OCO2 | 15% | 2 | 17% | 1% | 27% | -4% | -2% | 2 | 5%
Cc1onc(-c2ccccc2)c1C(=O)N1CCC(C)(C(=O)NS(=O)(=O)C2CC2)C1 (stereo not given) | 2% | 14 | 23% | 5% | 1% | -20% | -4% | 6 | -4%
CC(=O)c1ccc(OCC(O)Cn2nnc3ccccc32)cc1 (stereo not given) | 2% | -21 | 0% | -1% | 14% | i | 16% | -10 | 3%
CCOC(=O)Cn1c(=O)oc2cc(S(=O)(=O)N3CCn4c3nc3ccccc34)ccc21 | -2% | -22 | -13% | -5% | 29% | 16% | 2% | -10 | -1%
CCN(CC)C(=O)COc1cc(C)c(Cl)c(C)c1 | -26% | -5 | 10% | 0% | -36% | -11%[57.5 µM] | -10% | -10 | 5%
CCN(CC)C(=O)C1CCN(S(=O)(=O)c2ccc(-n3cnnn3)cc2)CC1 | u | 0 | 13% | -3% | 3% | -23% | -2% | 1 | 5%
CC(C)C[C@@H](CO)N1CCN(CCc2ccccc2)CCC1=O | 5%&-19% | u | 18% | 2% | 11% | -22% | 6% | 1 | -5%
O=C(NNC(=O)c1ccccc1)C(=O)N1CCCCC1 | -15% | 23 | 14% | -2% | 34% | i | 2% | -4 | -11%
Cc1nn(C)c(C)c1CN(C)S(=O)(=O)c1ccc2ccccc2c1 | u | 19 | u | 7% | -14% | -33%[inhibitor] | 27% | -6 | 17%

Entries above with a tert-butyl group:
SMILES | KB-V1 MDR tox | DRD3 antagonist | TDP43 rescue | aSyn rescue | GLP-1R inv ag | PTHR1 ag | GLP1R cytotox | DRD3 agonist | GLP1R ag
CC(C)(C)C1CCc2c(sc3nc(-c4cc5cc(Br)ccc5oc4=O)[nH]c(=O)c23)C1 (stereo not given) | x | x | -3% | x | 3% | -10% | 7% | 6 | x
CC(C)(C)c1ccccc1NC(=O)c1cnn2c(C(F)F)cc(-c3ccccc3)nc12 | -3% | x | 12% | x | 2% | i | 5% | 4 | 0%
Cc1cccn2c(=O)c(/C=C(\C#N)c3nc4ccccc4[nH]3)c(Oc3ccc(C(C)(C)C)cc3)nc12 | 18% | x | 7% | x | 7% | i | -6% | 7 | x

This is a subset. The share of hits here may be higher or lower than overall.
